# PGK inhibitor = qHTS Assay to Find Inhibitors of Phosphoglycerate Kinase; Phosphoglycerate kinase, glycosomal (Trypanosoma brucei brucei), P07378; Potency, µM (series often up to 57.5 µM), without a hit: top-dose activity change, negative = inhibition, most hits filed as inhibitors; PGK/GAPDH coupled, Kinase-Glo luminescence, 60 min; hit rate 0.043% among 380,000; AID 602233, 2012; note: potency is the fitted concentration of half-maximal effect; % is set by controls: 0 for no effect and ±100 for the full control effect; nearly all actives have a fitted effect of over 60% in size
#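 Luminescent ATP detection (Kinase-Glo Plus) follows a 60-minute room-temperature incubation, with wells lacking PGK as controls. Buffer: 100 mM TEA (pH 7.6), 5 mM MgCl2, 0.01% Tween-20. Coupling enzyme GAPDH (100 nM final) supplies unstable 1,3-BPG in-well.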
# GLS inhibitor = qHTS for Inhibitors of Glutaminase (GLS). GLS enzymatic activity, qHTS titration. Potency, µM (highest dose often 45.5 µM), for inactives: at the top dose activity change, negative = inhibition, actives largely listed as inhibitors. hit rate 0.21% among 410,000. AID 624170, 2012; note: potency is the fitted concentration of half-maximal effect; % is set by controls: 0 for no effect and ±100 for the full control effect
#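 Enzyme dispensed in phosphate buffer (45 mM, pH 8.2, 0.02% Tween-20), compounds pinned in, then 1 mM L-glutamine solution and the glutamate oxidase–HRP–Amplex Red mix added; fluorescence read immediately and again after 30 min at room temperature.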
# HP1b binding inh = HTS for Inhibitors of HP1-beta Chromodomain Interactions with Methylated Histone Tails; Chromobox protein homolog 1 (Homo sapiens), P83916; AlphaScreen HP1-beta / biotin-H3K9me3 peptide binding; Potency, µM (highest dose often 114 µM), for inactives: top-dose activity change, negative = inhibition, most hits filed as inhibitors; hit rate 0.56% among 390,000; AID 540317, 2011; note: potency is the fitted concentration of half-maximal effect; nearly all actives have a fitted effect of over 70% in size; inactives centre near 23
# Target sequence (P83916 whole entry, looked up): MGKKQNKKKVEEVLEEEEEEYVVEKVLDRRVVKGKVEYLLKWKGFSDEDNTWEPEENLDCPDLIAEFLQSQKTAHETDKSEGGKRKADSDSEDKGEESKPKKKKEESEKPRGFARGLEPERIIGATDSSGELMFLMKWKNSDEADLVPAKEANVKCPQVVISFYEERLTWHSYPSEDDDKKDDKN
#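 HP1-beta protein (50 nM final) preincubated 30 min at room temperature with biotinylated H3(1-18)K9me3 peptide (50 nM) in PBS pH 7.4, 0.01% Tween-20, then compound added for 30 min. AlphaScreen streptavidin donor/nickel chelate acceptor beads (10 ug/mL final), 30 min dark, luminescence read.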
# USP1-UAF1 inh = Inhibitors of USP1/UAF1: Primary Screen; Potency, µM (highest dose often 57.1 µM), for inactives: at the highest dose activity change, negative = inhibition, actives largely listed as inhibitors; Ubiquitin carboxyl-terminal hydrolase 1 (Homo sapiens), O94782; AID 743255, 2014; recombinant USP1/UAF1, Ub-Rhodamine cleavage fluorescence; hit rate 0.23% among 390,000; note: potency is the fitted concentration of half-maximal effect; % is set by controls: 0 for no effect and ±100 for the full control effect; nearly all actives have a fitted effect of over 60% in size; inactives centre near -12
# Target sequence (O94782 whole entry, looked up): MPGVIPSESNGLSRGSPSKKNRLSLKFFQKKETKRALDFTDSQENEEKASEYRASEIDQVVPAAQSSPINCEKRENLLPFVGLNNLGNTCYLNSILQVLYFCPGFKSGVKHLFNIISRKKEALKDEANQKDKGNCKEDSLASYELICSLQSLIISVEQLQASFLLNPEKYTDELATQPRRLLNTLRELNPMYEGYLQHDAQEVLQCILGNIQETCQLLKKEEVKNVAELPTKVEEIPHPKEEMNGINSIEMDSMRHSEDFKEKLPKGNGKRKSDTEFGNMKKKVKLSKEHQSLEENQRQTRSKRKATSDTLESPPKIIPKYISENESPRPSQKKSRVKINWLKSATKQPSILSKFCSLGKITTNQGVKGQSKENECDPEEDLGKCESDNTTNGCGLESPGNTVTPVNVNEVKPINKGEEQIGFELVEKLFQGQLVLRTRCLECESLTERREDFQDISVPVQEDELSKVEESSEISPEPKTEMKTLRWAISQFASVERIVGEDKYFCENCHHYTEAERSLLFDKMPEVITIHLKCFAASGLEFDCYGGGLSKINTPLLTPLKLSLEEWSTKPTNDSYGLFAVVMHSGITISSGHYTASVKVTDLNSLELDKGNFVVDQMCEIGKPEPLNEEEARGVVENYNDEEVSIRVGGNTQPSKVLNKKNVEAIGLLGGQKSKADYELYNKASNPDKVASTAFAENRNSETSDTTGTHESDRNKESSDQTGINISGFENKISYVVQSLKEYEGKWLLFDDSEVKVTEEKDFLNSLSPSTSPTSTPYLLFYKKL
#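 In this screen, compounds sit with the deubiquitinase complex (1nM) for 15 min at room temperature before Ub-Rho is added at 150nM final. Fluorescence rise is then followed for 6 reads every 60 seconds.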
# rTrxR1 inhibitor = qHTS Assay for Inhibitors of Mammalian Selenoprotein Thioredoxin Reductase 1 (TrxR1): qHTS; hit rate 1% among 390,000; Potency, µM (highest dose often 114 µM), for the others: top-dose activity change, negative = inhibition, most hits filed as inhibitors; Thioredoxin reductase 1, cytoplasmic (Rattus norvegicus), O89049; AID 588453, 2011; recombinant rTrxR1, NADPH fluorescence consumption, selenite substrate; note: potency is the fitted concentration of half-maximal effect; % is set by controls: 0 for no effect and ±100 for the full control effect; nearly all actives have a fitted effect of over 65% in size
#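 Rat TrxR1 (90 nM in the dispensed reagent) was pre-reduced with 400 uM NADPH for 5 min at room temperature, then incubated with compound for 15 min. After 400 uM selenite was added, NADPH fluorescence (Ex 340/Em 450 nm) was followed for 8 min.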
# PI4K2A block = qHTS for small molecular inhibitors of PI4K2A; Phosphatidylinositol 4-kinase type 2-alpha (Homo sapiens), Q9BTU6; purified PI4K2A, ADP-Glo luminescence, 1 h; active compounds read low; activity change, negative = inhibition, % at 76.9 µM; hit rate 0.13% among 420,000; in the data active = activity change below about -50%; inconclusive = mostly about -30% to -49%;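 note: -100% = wells without enzyme as full effect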
#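 In this quantitative HTS, ADP production by PI4K2A was quantified luminescently after 1 h at ambient temperature; 100 microM adenosine served as plate-quality control.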
# mIDH1 inhibitor = qHTS for Inhibitors of mutant isocitrate dehydrogenase 1 (IDH1): qHTS | hit rate 0.093% among 390,000 | Potency, µM (titrated, usually from 76.6 µM), inactives show at the highest dose activity change, negative = inhibition, usual class: inhibitors | Isocitrate dehydrogenase [NADP] cytoplasmic (Homo sapiens), O75874 | IDH1-R132H enzyme, NADPH consumption, diaphorase/resazurin fluorescence; note: potency is the fitted concentration of half-maximal effect; % is set by controls: 0 for no effect and ±100 for the full control effect; nearly all actives have a fitted effect of over 65% in size
#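 IDH1-R132H (0.5 ug/mL dispensed) in pH 7.5 Tris buffer was preincubated 30 min with compound, then given a substrate mix of 0.016 mM NADPH and 2 mM alpha-KG for 80 min at room temperature; remaining NADPH was read by diaphorase/resazurin fluorescence.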
# Pin1 inhibitor = qHTS Assay to Find Inhibitors of Pin1 | Peptidyl-prolyl cis-trans isomerase NIMA-interacting 1 (Homo sapiens), Q13526 | Pin1 FP peptide displacement, HiFluor488, 10 min | Potency, µM (titrated, usually from 115 µM), for the others: top-dose activity, negative = inhibition, actives largely listed as inhibitors | hit rate 0.009% among 390,000 | AID 504891, 2011; active = well fitted inhibition curve with a large enough effect in the polarisation, with a control signal flat, not every such curve was filed as active; inconclusive = small, poorly fitted or top-dose-only effect, or effect the other way, or a change in a side signal; inactive = no such curve, though single readings can be large or run the other way; the % refers to the polarisation; note: potency is the fitted concentration of half-maximal effect; % is set by controls: 0 for no effect and ±100 for the full control effect
# TrxR1 substrate = qHTS Assay for Substrates of Mammalian Selenoprotein Thioredoxin Reductase 1 (TrxR1): qHTS; purified TrxR1 substrate turnover, NADPH consumption readout; Thioredoxin reductase 1, cytoplasmic (Rattus norvegicus), O89049; hit rate 0.01% among 390,000; Potency, µM (highest dose often 114 µM), for the others: top-dose activity change, negative = substrate turnover; note: potency is the fitted concentration of half-maximal effect; % is set by controls: 0 for no effect and ±100 for the full control effect; nearly all actives have a fitted effect of over 50% in size
#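 Rat TrxR1, dispensed at 90 nM, was prereduced with 400 uM NADPH (final) for 5 min at ~22 deg C, then incubated with compound 15 min before 400 uM selenite. A first-read NADPH fluorescence drop versus no-compound background flagged substrates.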
# Starred values were filed as active, the others as inactive; i = inactive; ? = inconclusive; · = no result given; & = joins results of further samples; [ ] = another dose, or the depositor's remark. Unless noted, calls come from the whole dose curve; as a rule, active = well fitted curve in the direction sought with a large enough effect; inconclusive = small, poorly fitted or top-dose-only effect, or another doubt; inactive = no such curve, though single readings can be large; an effect the other way counts as inactive or inconclusive. The list is partial; the hit share may differ from the screen's.
SMILES	TrxR1 substrate	PI4K2A block	HP1b binding inh	Pin1 inhibitor	PGK inhibitor	rTrxR1 inhibitor	GLS inhibitor	mIDH1 inhibitor	USP1-UAF1 inh
Cc1ccc(OC(=O)N(C)C[C@@H]2OCc3cnnn3CCCC(=O)N([C@H](C)CO)C[C@H]2C)cc1	·	0.5	·	·	-8.1%	·	3.0%	6.0%	-25.7%
CN1C(=O)NC(c2cccc(O)c2)C(C(=O)c2cccs2)C1(O)C(F)(F)F (stereo not drawn)	-5.4%	-1.0	15.2%	3.3%	-4.4%	31.6µM*	-4.0%	-0.5%	-14.8%
Cc1ncc([N+](=O)[O-])n1CCOc1nonc1N	-14.0%	3.4	37.6%	2.5%	-2.0%	2.5%[57.1 µM]	2.2%	5.8%	-11.1%
COc1ccc(NC(=O)N2C[C@@H]3C[C@@H](C2)c2cccc(=O)n2C3)c(OC)c1	-3.3%	2.6	35.1%	0.3%	-6.5%	4.0%	17.4%	-0.2%	-29.3%
O=C1CCCc2c1nc(-c1ccccc1)n2O	30.5%[activator]	-1.0	-14.5%	-7.1%	-0.5%	7.9%	4.0%	7.5%	-13.2%
COc1ccccc1CNCCc1cccc(Cl)c1	·	3.9	·	·	-5.4%	·	-2.7%	2.1%	0.0%
COc1ccccc1NC(=O)N1CCN(c2nnc(C)c3c(C)n(-c4ccc(Cl)cc4)nc23)CC1	-2.1%[57.1 µM]	2.4	53.9%[activator]	-2.1%	·	9.6%[57.1 µM]	-2.6%	·	-21.1%
CCOc1ccccc1-n1c(O)c(C=NCc2ccc3c(c2)OCO3)c(=O)[nH]c1=O	10.9%[57.1 µM]	-10.1	21.6%	-4.9%	-3.0%	-4.9%[57.1 µM]	-1.2%	8.3%	2.8%
Cc1ccc(S(=O)(=O)Nc2ccc3ncccc3c2[N+](=O)[O-])cc1	15.1%[11.4 µM]	-3.4	10.7%	-16.2%	i	34.2%[activator][11.4 µM]	22.1%	6.7%	-10.0%
O=C(c1ccncc1)C12CN3CN(CN(C3)C1)C2	-3.8%	-0.6	33.8%[activator]	-9.8%	-8.2%	-8.0%	10.7%	6.3%	8.7%
CCCN1CCC(NC2CCC(O)CC2)CC1 (stereo not drawn)	10.6%[57.1 µM]	-1.7	54.2%[activator]	-16.5%	2.4%	9.8%[57.1 µM]	-5.6%	2.3%	-18.6%
COC(=O)C1=C(c2cc3ccccc3o2)C[C@@H]2CC[C@H]1N2C(=O)N1CCOCC1	10.2%	-0.5	43.2%[activator]	0.1%	-2.8%	19.9%	4.6%	2.5%	?
O=C1NC(=O)N(CCc2ccc(F)cc2)C(=O)/C1=C\C=C\c1ccccc1	-12.5%	-6.2	22.7%	9.8%	-4.5%	-24.0%	78.7%[activator]	-10.4%	-7.4%
COCCN1C(=O)/C(=C/c2c(OC)cc(OC)cc2OC)C(=O)N(c2ccccc2)C1=O	5.7%	-5.7	8.0%	?	-3.6%	-12.5%	-24.9%	3.4%	-17.5%
CCn1c(C)[n+](CC)c2ccc(S(=O)(=O)NC)cc21	10.6%[57.1 µM]	2.8	11.2%	-4.0%	i	37.2%[activator][57.1 µM]	-0.7%	1.9%	-3.3%
COc1ccc(-c2cc(=NCCC(=O)O)c3cc(C)ccc3o2)cc1	584.7%[activator][57.1 µM]	5.6	17.0%	8.7%	-5.8%	-74.4%	-23.2%	17.1%	-3.8%
COc1nc(C)nc(NC(=O)NS(=O)(=O)c2ccccc2Cl)n1	7.0%	4.2	37.9%	-2.4%	-0.6%	37.5%[activator]	-16.1%	-0.4%	-25.2%
CCS(=O)(=O)Nc1cccc(C(=C2CCCCC2)c2cnc[nH]2)c1	5.1%[57.1 µM]	2.1&1.9	30.6%	-8.1%	-6.1%	10.6%[57.1 µM]	-5.5%	5.9%	-24.6%
COc1cccc(CN2CCCCC2c2cccnc2)c1 (stereo not drawn)	11.0%	-4.2	4.7%	-3.3%	-1.7%	24.1%	8.5%	1.4%	-1.2%
O=C1NC(=O)N(Cc2ccco2)C(=O)/C1=C\c1cccn1CCOc1ccc(Cl)cc1	1.8%	?	6.5%	-9.5%	-9.5%	22.4µM*	2.0%	-2.0%	-12.1%
COc1ccc(OC)c(NC(=O)Cn2c(=O)oc3ccccc32)c1	14.4%	-5.0	8.2%	1.0%	-10.6%	25.1%	23.6%	8.8%	8.0%
CC[N+](CC)(CC)CC	9.2%[57.1 µM]	5.0&1.7&-0.9	27.1%	6.8%	-0.8%	12.7%[57.1 µM]	1.9%&5.7%	5.9%	10.0%
CCC1(c2ccccc2)C(=O)NC(=S)NC1=O	7.0%[57.1 µM]	-1.1	32.1%	-3.3%	7.4%	1.7%[11.4 µM]	0.9%	2.4%	-20.2%
CCCC(=O)Nc1ccc(N2CCN(CC)CC2)c(Cl)c1	7.5%[57.1 µM]	2.5	58.1%[activator]	-5.7%	1.2%	7.0%[57.1 µM]	7.6%	1.4%	-17.3%
BrCC(Br)(Br)Br	2.9%	-1.0	25.5%	1.1%	-0.5%	3.1%	3.4%	-7.4%	-18.6%
COc1cccc(-c2nc(CS(=O)CC(=O)N3CCC4(CC3)OCCO4)c(C)o2)c1 (stereo not drawn)	-8.4%	-6.3	24.7%	2.7%	-6.9%	?	-1.1%	0.8%	-21.8%
O=[N+]([O-])c1ccc(NCc2ccccc2)c2nonc12	-2.6%	-6.1	37.2%	?	i	3.3%	-3.2%	-4.5%	22.4µM*
Nc1nc(NC(=O)/C=C/c2ccc(F)cc2)nn1-c1ccccc1	1.2%[57.1 µM]	-0.2	40.4%[activator]	-3.6%	i	9.2%[57.1 µM]	-5.9%	1.4%	-8.3%
COC(=O)C1=C(c2ccc(F)cc2F)C[C@@H]2CC[C@H]1N2C(=O)NCc1ccc(C(F)(F)F)cc1	-12.6%[57.1 µM]	-2.3	43.5%[activator]	?	i	11.4%[57.1 µM]	-7.3%	8.3%	-29.6%
O=C(CN1CCCCC1)c1ccc(OC(F)F)cc1	-4.0%	0.6	39.9%[activator]	-2.0%	1.2%	-15.6%[57.1 µM]	4.4%	21.5%	1.7%
C#CC1(O)CCC2C3CCC4=CC(=O)CCC4=C3C=CC21C (stereo not drawn)	15.6%[57.1 µM]	7.1	5.3%	-4.7%	1.8%	-5.3%[11.4 µM]	2.4%	3.5%	-12.4%
Cn1nc(N)c2c1N=P(N1CCOCC1)(N1CCOCC1)N=C2c1ccccc1	5.8%	1.5	25.0%	0.7%	-4.9%	16.2%	30.2%[activator]	-2.2%	-9.4%
COC(=O)C1=C(c2ccc(OC)c(OC)c2)C[C@@H]2CC[C@H]1N2C(=O)N1CCCCC1	-0.1%	0.2	15.5%	-1.7%	4.6%	10.6%	6.2%	1.0%	-25.0%
O=C1NCN(c2ccccc2)C12CCN(CC1COc3ccccc3O1)CC2 (stereo not drawn)	3.4%[57.1 µM]	2.0&-2.9	·	·	·	1.4%[57.1 µM]	17.0%	·	·
CNC(=O)Oc1ccc(-c2cn3cc(C)ccc3n2)cc1	73.6%[activator]	?	21.2%	2.8%	?	9.9%	11.9%	17.6%	-1.6%
O=C(COc1ccc(Cl)cc1)N1CCN(Cc2ccc([N+](=O)[O-])cc2)CC1	-0.6%	3.4	?	-10.8%	-8.1%	33.8%	1.2%	-5.0%	-14.5%
COc1ccc(NC(=O)CCCn2c(=O)oc3ccccc32)cc1Cl	-4.0%	7.9	46.8%[activator]	-2.6%	-8.6%	7.1%	-7.8%	7.5%	-15.2%
Cc1ccc2c(c1)C1CN(C)CCC1N2S(=O)(=O)c1ccccc1 (stereo not drawn)	10.7%	-3.7	2.4%	6.7%	-3.4%	-7.1%	26.5%	7.7%	-5.5%
CC(CCc1ccccc1)NCCC#N (stereo not drawn)	7.0%	0.2	17.6%	1.5%	-9.6%	16.1%	0.2%	-4.5%	-22.3%
COC(=O)C1C2CC[C@@H](CC1OC(=O)c1ccccc1)N2 (stereo partly drawn)	8.2%	-0.6	38.3%	-15.8%	-9.3%	23.0%	-5.3%	-11.2%	-23.7%

# High-throughput results from PubChem.
